STAT3 inh – STAT3 signaling inhibition; U3A cells, IL-6 STAT3-luciferase reporter, luminescence; host cell line lacks STAT1; inhibition, % at 5.5 µM; hit rate 0.89% among 190,000;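 active = inhibition above the mean inhibition across all screened compounds plus 3 SD, cut at about 44% in these data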;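 note: 0% = DMSO only wells and 100% = 100 µM nifuroxazide control wells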
TLR4-MyD88 BLA – TLR4-MyD88 interaction inhibition in cells. O00206+Q99836. HeLa CL3-4 TLR4/MyD88 BLA complementation, FRET ratio. inhibition, % at 8.4 µM. hit rate 0.18% among 200,000. AID 861; in the data active = inhibition above about 25%;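 note: 0% = vehicle and 100% = reference inhibitor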
Target sequence (O00206 whole entry, looked up): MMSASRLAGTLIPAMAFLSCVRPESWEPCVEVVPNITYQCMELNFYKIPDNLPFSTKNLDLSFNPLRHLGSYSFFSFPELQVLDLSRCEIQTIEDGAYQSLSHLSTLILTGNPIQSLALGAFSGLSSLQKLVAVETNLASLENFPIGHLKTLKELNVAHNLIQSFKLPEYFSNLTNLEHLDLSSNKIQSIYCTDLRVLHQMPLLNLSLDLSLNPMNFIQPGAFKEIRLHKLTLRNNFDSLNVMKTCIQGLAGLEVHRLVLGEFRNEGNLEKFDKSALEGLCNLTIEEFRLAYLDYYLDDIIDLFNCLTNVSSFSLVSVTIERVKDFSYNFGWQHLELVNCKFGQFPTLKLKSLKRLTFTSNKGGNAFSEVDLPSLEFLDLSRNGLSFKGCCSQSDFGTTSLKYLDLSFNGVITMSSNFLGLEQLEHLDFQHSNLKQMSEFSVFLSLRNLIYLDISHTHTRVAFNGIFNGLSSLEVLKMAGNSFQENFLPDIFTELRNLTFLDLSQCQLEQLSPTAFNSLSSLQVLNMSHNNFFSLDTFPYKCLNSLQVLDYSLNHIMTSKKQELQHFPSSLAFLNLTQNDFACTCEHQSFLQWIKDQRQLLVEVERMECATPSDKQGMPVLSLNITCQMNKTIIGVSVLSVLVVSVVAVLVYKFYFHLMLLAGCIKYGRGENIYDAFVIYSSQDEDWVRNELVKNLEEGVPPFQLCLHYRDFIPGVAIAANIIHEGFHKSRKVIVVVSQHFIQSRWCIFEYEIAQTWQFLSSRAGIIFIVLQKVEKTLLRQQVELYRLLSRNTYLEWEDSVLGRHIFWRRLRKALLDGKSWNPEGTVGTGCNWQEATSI
Target sequence (Q99836 whole entry, looked up): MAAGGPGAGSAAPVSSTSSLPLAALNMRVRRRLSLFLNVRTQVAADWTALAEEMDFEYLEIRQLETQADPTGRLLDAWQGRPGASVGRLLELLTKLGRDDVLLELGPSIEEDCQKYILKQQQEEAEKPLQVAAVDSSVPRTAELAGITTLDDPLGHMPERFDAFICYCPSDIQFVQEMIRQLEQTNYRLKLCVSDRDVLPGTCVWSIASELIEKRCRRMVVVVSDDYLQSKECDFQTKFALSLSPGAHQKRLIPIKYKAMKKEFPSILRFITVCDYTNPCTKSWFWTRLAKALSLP
PPARg SRC2 recr – promotes SRC-2 coactivator recruitment by human PPARgamma. hit rate 0.34% among 200,000. P37231. AID 1032. activation, % at 8 µM. PPARgamma LBD-SRC-2 recruitment, biochemical; in the data active = activation above about 22%;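 note: 0% = vehicle and 100% = reference agonist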
STAT1 inh – reduces IFN-gamma driven STAT1 reporter signal; NIH 3T3 STAT1-luciferase reporter, luminescence; inhibition, % at 5.5 µM; hit rate 0.35% among 200,000; AID 920;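 active = inhibition above a set limit, the mean inhibition across all tested compounds plus 3 SD, cut at about 34% in these data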;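 note: 0% = IFN-gamma with DMSO and 100% = IFN-gamma with 300 µM nifuroxazide; values of inactives mirror those of a sister screen read the other way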
PPARg SRC-3 ag – PPARgamma-driven SRC-3 recruitment agonism; P37231; biochemical PPARgamma/SRC-3 coactivator recruitment assay; activation, % at 8 µM; hit rate 0.26% among 200,000; in the data active = activation above about 23%;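 note: 0% = DMSO and 100% = reference agonist; some compounds past the cut are filed as inactive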
ROMK primary – modulators of human ROMK potassium channel; P48048; Tet-inducible ROMK, thallium flux fluorescence; actives lie on both sides; B-score at 10 µM; hit rate 2% among 130,000;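 active = signal ratio slope over the read window, or its plate-corrected B-score, at least 3 SD from the plate mean, either direction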;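 note: B-score of the F/F0 ratio slope over 7 to 12 s after thallium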
STAT3 act – STAT3 signaling activation. U3A cells, IL-6 STAT3-luciferase reporter, luminescence; 100% = signal with IL-6 EC80 alone. hit rate 0.91% among 190,000. AID 871. activation (% of control), % at 5.6 µM;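 active = activation above the screen-wide mean of compound activation plus 3 SD, cut at about 130% in these data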;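 note: 0% = background luminescence of wells with medium and substrate only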
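Test system: Human STAT1-deficient U3A cells with stable STAT3-luciferase reporter | Also added: Interleukin-6, 33 ng/mL | Timing: Compound pre-incubation 1 h before IL-6, then 6 h stimulation at 37 °C | Technique: Luciferase reporter luminescence | Read-out: Percent of IL-6-only median luminescence | Benchmarks: IL-6-only wells as 100% reference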
S1P3 antagonist – blocks the human S1P3 receptor | CHO S1P3 NFAT-BLA reporter, FRET fluorescence, antagonist mode | inhibition, % at 4.98 µM | Q99500 | hit rate 0.27% among 170,000;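 active = inhibition above the plate cutoff, the mean inhibition of test wells on that plate plus 3 SD, cut at about 28% in these data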;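 note: cells challenged with S1P at its EC80 of 0.8 µM; blue over green emission ratio from cleaved BLA substrate after 4 h stimulation; 0% = S1P-stimulated wells and 100% = unstimulated DMSO-only wells; some compounds past the cut are filed as inactive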
SRC2 TRFRET art – counter-screen for PPARgamma SRC-2 recruitment agonists: TR-FRET artefact; stronger effect = higher value; TR-FRET ratio at 8 µM; hit rate 0.4% among 200,000; AID 1049; in the data active = TR-FRET ratio above about 2000; note: inactives centre near 1500
RAM network inh – blocks the yeast RAM network. S. cerevisiae dse1pr::URA3 reporter, 5-FOA growth OD615, 2 d; analog-sensitive cbk1-as2 kinase mutant strain. inhibition, % at 50 µM. hit rate 1.8% among 190,000. AID 868;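 active = inhibition above a set limit, 3 SD over mean compound inhibition, cut at about 8.4% in these data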;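 note: 0% = DMSO-only wells with no growth and 100% = 10 µM 1-NA-PP1 full growth; inhibition rescues growth on 5-FOA so higher OD means more RAM inhibition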
PPARg SRC-1 ag – agonists of human PPARgamma SRC-1 coactivator recruitment; PPARgamma-SRC-1 coactivator recruitment biochemical assay; P37231; hit rate 0.41% among 200,000; activation, % at 8 µM; AID 631; in the data active = activation above about 19%;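 note: 0% = DMSO and 100% = reference agonist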
The depositor's hits bear a star.

CCCCn1c(SCC(=O)NCc2cccs2)nc2c1c(=O)n(C)c(=O)n2C was read as STAT3 inh -8.0, TLR4-MyD88 BLA -1.6, PPARg SRC2 recr -9.4, STAT1 inh -4.6, PPARg SRC-3 ag 1.3, STAT3 act 110.2, S1P3 antagonist -36.4, SRC2 TRFRET art 1388, RAM network inh 0.8 and PPARg SRC-1 ag -4.6.
For CCOC(=O)C1=C(N)N(c2ccc(C)cc2)C2=C(C(=O)CCC2)C1c1cccs1 (configuration not stated) the results were STAT3 inh 4.5, TLR4-MyD88 BLA -4.0, PPARg SRC2 recr 4.4, STAT1 inh 1.8, PPARg SRC-3 ag -1.5, ROMK primary -0.384, STAT3 act 96.4, S1P3 antagonist 0.7, SRC2 TRFRET art 1590, RAM network inh 1.0 and PPARg SRC-1 ag -3.1.
`Cc1ccc(C2=CC(c3cccs3)n3nnnc3N2)cc1` (configuration not stated) gave STAT3 inh -38.9, TLR4-MyD88 BLA -10.8, PPARg SRC2 recr -2.8, STAT1 inh 0.1, PPARg SRC-3 ag 5.9, STAT3 act 146.5*, SRC2 TRFRET art 1499, RAM network inh 2.0 and PPARg SRC-1 ag 1.6.
CC(=O)Nc1ccc(S(=O)(=O)N2c3ccccc3C(C)=CC2(C)C)cc1 was read as STAT3 inh -20.9, TLR4-MyD88 BLA -5.7, PPARg SRC2 recr -4.4, STAT1 inh 2.9, PPARg SRC-3 ag -3.9, ROMK primary 2.11*, STAT3 act 122.7, S1P3 antagonist 4.5, SRC2 TRFRET art 1644, RAM network inh 0.3 and PPARg SRC-1 ag -3.9.
`CCCCN(C(=O)c1cccc(S(=O)(=O)N2CCOCC2)c1)c1c(N)n(CCC)c(=O)[nH]c1=O` gave STAT3 inh -1.3, TLR4-MyD88 BLA 7.9, PPARg SRC2 recr 1.2, STAT1 inh 6.0, PPARg SRC-3 ag 3.0, ROMK primary -0.0227, STAT3 act 100.8, S1P3 antagonist -25.5, SRC2 TRFRET art 1341, RAM network inh 0.1 and PPARg SRC-1 ag -6.0.
O=C(Oc1ccccc1N1C(=O)C2CCCCC2C1=O)c1ccccc1F (configuration not stated) was read as STAT3 inh 4.2, TLR4-MyD88 BLA -2.4, PPARg SRC2 recr 1.9, STAT1 inh 1.0, PPARg SRC-3 ag -3.9, ROMK primary -0.173, STAT3 act 96.7, S1P3 antagonist -0.9, SRC2 TRFRET art 1770, RAM network inh 3.1 and PPARg SRC-1 ag 0.3.
Screening C=CCN1C(=O)C(C)(C)Nc2ccccc21 returned STAT3 inh 5.0, TLR4-MyD88 BLA 0.8, PPARg SRC2 recr 8.0, STAT1 inh 3.1, PPARg SRC-3 ag 1.4, STAT3 act 99.0, S1P3 antagonist -10.1, SRC2 TRFRET art 1609, RAM network inh 1.3 and PPARg SRC-1 ag 6.8.
Screening COc1cccc2cc(NC(=O)C3CCCCC3)c(=O)oc12 returned STAT3 inh -2.1, TLR4-MyD88 BLA 11.4, PPARg SRC2 recr -5.8, STAT1 inh -34.4, PPARg SRC-3 ag 12.0, STAT3 act 106.4, S1P3 antagonist 19.8, SRC2 TRFRET art 1784, RAM network inh 4.8 and PPARg SRC-1 ag 10.4.
`Cc1cc(C(=O)OCC(=O)Nc2ccc(F)c(F)c2)c(C)o1` gave STAT3 inh 1.2, TLR4-MyD88 BLA 9.6, PPARg SRC2 recr 1.9, STAT1 inh -2.8, PPARg SRC-3 ag -10.3, ROMK primary -0.102, STAT3 act 96.5, SRC2 TRFRET art 1495 and PPARg SRC-1 ag 2.2.
For Cn1c(SCc2cccc([N+](=O)[O-])c2)nc2c(c1=O)SCC2 the results were STAT3 inh 18.5, TLR4-MyD88 BLA 4.5, PPARg SRC2 recr -9.8, STAT1 inh 24.2, PPARg SRC-3 ag -5.6, ROMK primary 0.0321, STAT3 act 86.2, S1P3 antagonist 10.3, SRC2 TRFRET art 1379, RAM network inh 3.8 and PPARg SRC-1 ag -0.1.
Screening COc1cc(C(=S)N2CCCCC2)ccc1OCC(=O)N1CCCC1 returned STAT3 inh 4.2, TLR4-MyD88 BLA -0.8, PPARg SRC2 recr -9.8, STAT1 inh -7.0, PPARg SRC-3 ag 3.9, STAT3 act 98.2, S1P3 antagonist 3.4, SRC2 TRFRET art 1429, RAM network inh -0.6 and PPARg SRC-1 ag 0.6.
Screening Cc1cc(F)ccc1NC(=O)c1ccc(NS(=O)(=O)c2cc(C(C)(C)C)ccc2C)cc1 returned STAT3 inh -3.4, TLR4-MyD88 BLA -5.8, PPARg SRC2 recr -8.5, STAT1 inh 3.6, PPARg SRC-3 ag -2.3, ROMK primary -0.919, STAT3 act 104.0, S1P3 antagonist -0.3, SRC2 TRFRET art 1364, RAM network inh 3.4 and PPARg SRC-1 ag 3.2.
`COC(=O)c1ccc(Oc2c(C)oc3c(CN4CCN(C)CC4)c(O)ccc3c2=O)cc1` gave STAT3 inh 15.3, TLR4-MyD88 BLA -3.8, PPARg SRC2 recr -3.1, STAT1 inh -5.1, PPARg SRC-3 ag 0.1, ROMK primary 0.607, STAT3 act 93.3, S1P3 antagonist -19.1, SRC2 TRFRET art 1604, RAM network inh 0.4 and PPARg SRC-1 ag 2.5.
`COc1ccc(NC(=O)c2cc(-c3ccccc3)nc3c2c(C)nn3-c2ccccc2)c(OC)c1` gave STAT3 inh 22.7, TLR4-MyD88 BLA 11.2, PPARg SRC2 recr 6.3, STAT1 inh 11.0, PPARg SRC-3 ag 3.3, ROMK primary -0.401, STAT3 act 82.3, S1P3 antagonist -14.8, SRC2 TRFRET art 1592, RAM network inh 4.4 and PPARg SRC-1 ag 5.4.
Screening CC1CCCCC1NC(=O)CN1CCN(Cc2ccccc2Cl)C1=O (configuration not stated) returned STAT3 inh 0.7, TLR4-MyD88 BLA -6.4, PPARg SRC2 recr -6.6, STAT1 inh 2.4, PPARg SRC-3 ag -2.5, ROMK primary -2.03, STAT3 act 102.7, S1P3 antagonist 6.1, SRC2 TRFRET art 1574, RAM network inh 0.9 and PPARg SRC-1 ag 0.1.
Screening Cc1ccc(N2CC(C(=O)N3CCN(C(=O)c4ccco4)CC3)CC2=O)cc1 (configuration not stated) returned STAT3 inh -1.0, TLR4-MyD88 BLA -1.5, PPARg SRC2 recr -0.2, STAT1 inh -5.0, PPARg SRC-3 ag -3.2, STAT3 act 105.0, S1P3 antagonist -2.9, SRC2 TRFRET art 1508, RAM network inh 3.3 and PPARg SRC-1 ag 2.3.
Screening Cn1c(CCNC(=O)c2ccco2)nc2cc(NC(=O)c3ccco3)ccc21 returned STAT3 inh -3.2, TLR4-MyD88 BLA -13.4, PPARg SRC2 recr 1.4, STAT1 inh -16.9, PPARg SRC-3 ag 2.1, STAT3 act 106.0, S1P3 antagonist -12.9, SRC2 TRFRET art 1664, RAM network inh -0.5 and PPARg SRC-1 ag 1.7.
CCOc1ccccc1NC(=O)CN(c1ccc(C)cc1)S(=O)(=O)c1c(C)noc1C was read as STAT3 inh -0.5, TLR4-MyD88 BLA 2.9, PPARg SRC2 recr 4.4, STAT1 inh 8.0, PPARg SRC-3 ag -15.6, STAT3 act 103.9, S1P3 antagonist 5.9, SRC2 TRFRET art 1431, RAM network inh 5.0 and PPARg SRC-1 ag 0.5.
For N#C/C(=C\c1ccc(O)c(Br)c1)C(=O)NCc1ccccc1 the results were STAT3 inh 7.5, TLR4-MyD88 BLA -14.2, PPARg SRC2 recr -2.8, STAT1 inh -0.6, PPARg SRC-3 ag 1.1, ROMK primary 3.62*, STAT3 act 101.5, S1P3 antagonist 7.4, SRC2 TRFRET art 1606, RAM network inh 1.2 and PPARg SRC-1 ag -8.0.
Screening CCC1(c2ccc(F)cc2)NC(=O)N(CC(=O)Nc2ccc(-c3nc4ccc(C)cc4s3)cc2)C1=O (configuration not stated) returned STAT3 inh 4.3, TLR4-MyD88 BLA -3.2, PPARg SRC2 recr -2.9, STAT1 inh -79.1, PPARg SRC-3 ag -1.6, ROMK primary 0.317, STAT3 act 96.6, S1P3 antagonist 14.4, SRC2 TRFRET art 1532, RAM network inh 3.3 and PPARg SRC-1 ag -2.6.
COC(=O)C(NC(=O)c1ccccc1)(Nc1cc(C)cc(C)n1)C(F)(F)F (configuration not stated) was read as STAT3 inh 8.1, TLR4-MyD88 BLA 13.0, PPARg SRC2 recr 13.8, STAT1 inh 2.4, PPARg SRC-3 ag 2.4, ROMK primary 0.957, STAT3 act 96.3, SRC2 TRFRET art 1961, RAM network inh 0.5 and PPARg SRC-1 ag 6.5.
`O=C1c2ccccc2-c2cccc(NS(=O)(=O)c3ccc(C(F)(F)F)cc3)c21` gave STAT3 inh -7.7, TLR4-MyD88 BLA 1.9, PPARg SRC2 recr 11.2, STAT1 inh 6.6, PPARg SRC-3 ag 30.9*, STAT3 act 108.5, SRC2 TRFRET art 1656, RAM network inh 3.5 and PPARg SRC-1 ag 12.5.
For c1ccc2c(c1)ncn2Cc1nnc2sc(-c3ccncc3)nn12 the results were STAT3 inh 10.0, TLR4-MyD88 BLA 0.5, PPARg SRC2 recr -0.6, STAT1 inh 5.2, PPARg SRC-3 ag 3.5, ROMK primary 0.0966, STAT3 act 95.8, S1P3 antagonist 4.5, SRC2 TRFRET art 1527, RAM network inh 1.8 and PPARg SRC-1 ag -1.3.
`Cc1ccc(NC(=O)c2c(Cl)n(C)c3ccccc23)cc1` gave STAT3 inh -67.6, TLR4-MyD88 BLA 12.9, PPARg SRC2 recr 10.2, STAT1 inh -8.7, PPARg SRC-3 ag 0.9, STAT3 act 169.9*, SRC2 TRFRET art 1662, RAM network inh 3.1 and PPARg SRC-1 ag -6.8.
`Cc1cc(C)nc(NC(=O)Nc2ccc3c(c2)OCO3)c1` gave STAT3 inh 19.4, TLR4-MyD88 BLA 7.9, PPARg SRC2 recr 1.3, STAT1 inh -62.1, PPARg SRC-3 ag -0.6, ROMK primary 0.24, STAT3 act 85.8, S1P3 antagonist 2.0, SRC2 TRFRET art 1684, RAM network inh 5.7 and PPARg SRC-1 ag 1.2.
Screening Cc1ccc(/C=C/C(=O)Nc2ccc(S(=O)(=O)Nc3ncccn3)cc2)cc1 returned STAT3 inh 8.3, TLR4-MyD88 BLA 1.9, PPARg SRC2 recr -0.7, STAT1 inh -13.4, PPARg SRC-3 ag -2.1, ROMK primary 0.672, STAT3 act 100.1, S1P3 antagonist -4.1, SRC2 TRFRET art 1376, RAM network inh 5.5 and PPARg SRC-1 ag 2.0.
Screening COc1cc(C2SCC(=O)N2CCCN(C)C)cc(OC)c1OC (configuration not stated) returned STAT3 inh 14.6, TLR4-MyD88 BLA -7.2, PPARg SRC2 recr 1.2, STAT1 inh 5.0, PPARg SRC-3 ag -2.5, ROMK primary -0.101, STAT3 act 92.1, SRC2 TRFRET art 1706, RAM network inh 1.5 and PPARg SRC-1 ag -0.1.
For COc1ccc(C)cc1Nc1cc(C)nc2ncnn12 the results were STAT3 inh 0.8, TLR4-MyD88 BLA 4.2, PPARg SRC2 recr -9.2, STAT1 inh -4.8, PPARg SRC-3 ag 1.3, ROMK primary 0.121, STAT3 act 99.2, S1P3 antagonist -8.8, SRC2 TRFRET art 1396, RAM network inh -1.3 and PPARg SRC-1 ag -2.1.
